AmpC inh det: Promiscuous and Specific Inhibitors of AmpC Beta-Lactamase (assay with detergent). P00811. AID 584, 2007. purified AmpC, nitrocefin hydrolysis with detergent. Potency, µM (doses to about 28.7 µM), for inactives: top-dose activity change, negative = inhibition. 71,000 compounds, 0.09% hits; active means well fitted curve in the direction sought with a large enough effect
Target sequence (P00811 whole entry, looked up): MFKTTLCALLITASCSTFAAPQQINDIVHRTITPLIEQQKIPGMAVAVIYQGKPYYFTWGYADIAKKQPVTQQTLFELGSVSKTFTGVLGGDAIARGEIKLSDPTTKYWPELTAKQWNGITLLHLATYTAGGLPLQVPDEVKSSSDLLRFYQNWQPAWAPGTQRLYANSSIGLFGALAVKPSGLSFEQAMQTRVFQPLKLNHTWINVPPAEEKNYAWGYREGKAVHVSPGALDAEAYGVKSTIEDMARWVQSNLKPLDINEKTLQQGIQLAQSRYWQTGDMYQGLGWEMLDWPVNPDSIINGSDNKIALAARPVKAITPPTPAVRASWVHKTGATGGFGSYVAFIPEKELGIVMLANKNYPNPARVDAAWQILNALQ
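E. coli AmpC (5.3 nM) in 20 mM phosphate pH 7.0 with 0.01% Triton X-100, preincubated 15 min RT with compound; nitrocefin (2 uL of 800 uM stock) hydrolysis followed by 480 nm absorbance every 20 s over 4 min.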
The depositor's hits bear a star; & = joins results of further samples; [ ] = another dose, or the depositor's remark. On the % scale 0 is the no-effect control and ±100 the full control effect; potency means the concentration at half of the fitted maximal effect. Not all compounds are listed, so the mix of outcomes need not match the whole.

SMILES	AmpC inh det
CCOC(=O)C1CN(S(=O)(=O)c2ccc(C)cc2)CCN1S(=O)(=O)c1ccc(C)cc1 (configuration not stated)	1.1%
CCN(CC(=O)NCc1cccs1)C(=O)c1cc(S(=O)(=O)N2CCOCC2)ccc1C	-4.4%
O=C1COc2ccccc2N1Cc1ccccc1Cl	7.7%
CCCOc1ccc(N2CC(C(=O)Nc3ccccn3)CC2=O)cc1 (configuration not stated)	1.5%
Nc1ccc(N2CCN(Cc3ccccc3Cl)CC2)c(Cl)c1	-3.2%
CCOC(=O)C1CCCc2c1[nH]c1c(C(=O)O)cccc21 (configuration not stated)	-2.4%
Cn1nnnc1SCCNCc1cccc2ccccc12	-1.8%
OC(COc1ccccc1)CSc1ncn[nH]1 (configuration not stated)	-4.7%
COc1ccc(N2CC(C(=O)Nc3ccc4c(c3)OCO4)CC2=O)cc1 (configuration not stated)	0.8%
C=C(C)Cn1c(N2CCC(Cc3ccccc3)CC2)nc2c1c(=O)[nH]c(=O)n2C	16.8%
Cc1cc(C)nc(Sc2c(F)c(F)c(C(F)(F)F)c(F)c2F)n1	-2.4%
COc1ccc(NC(=O)CSc2ccccn2)cc1OC	1.2%
COc1ccccc1CN1C(=O)CCC1(C)C(=O)NC1CCCCCC1 (configuration not stated)	-5.0%
C=CCN=C1SCC(=O)N1S(=O)(=O)c1ccccc1	-2.7%
CCC1(CC)C(=O)NC(=Nc2cccc(C(F)(F)F)c2)NC1=O	-1.4%
Cc1ccc(CNC(=O)CS(=O)Cc2nc(-c3ccccc3C)oc2C)cc1 (configuration not stated)	11.7%
c1ccc(-n2nnnc2Sc2n[nH]c(-c3ccncc3)n2)cc1	0.9%
CCn1ncc(Br)c1C(=O)Nc1ccc(F)cc1F	-7.2%
Cc1ccccc1-c1cncnc1NCCc1cnc[nH]1	11.0%
COc1cccc(Cn2c(=O)c(-c3ccccc3)nc3cnc(N4CCN(C)CC4)nc32)c1	-1.2%
CCc1ccc2[nH]c(=O)c(C(c3nnnn3CC3CCCO3)N3CCCc4ccccc43)cc2c1 (configuration not stated)	1.5%
COc1cc(CN2CC3CC(C2)c2cccc(=O)n2C3)cc(OC)c1OC (configuration not stated)	7.2%
CCC1(C)CC(=O)NC(=O)C1	-0.3%[12.8 µM]
CCN1CCN(c2nc3c(c(=O)n(C)c(=O)n3C)n2CCSc2nccc(C)n2)CC1	-1.9%
O=C(O)CCn1[nH]c(=O)ccc1=O	6.5%
Nc1nc(SCc2ccc3c(c2)OCO3)n[nH]1	-6.5%
Cc1ccc(S(=O)(=O)N[C@@H](CCCCN)C(=O)CCl)cc1	-4.6%
Cc1ccc(Nc2nc3nonc3[nH]c2=O)cc1	-3.5%
CC(NS(C)(=O)=O)C(c1cccs1)N1CCN(c2ccccc2)CC1 (configuration not stated)	-1.3%
CCC(=O)Nc1nc2c(OC)ccc(OC)c2s1	6.9%

As a working copy, part of the list above.
SMILES	AmpC inh det
Cc1ccc(CNC(=O)CS(=O)Cc2nc(-c3ccccc3C)oc2C)cc1 (configuration not stated)	11.7%
c1ccc(-n2nnnc2Sc2n[nH]c(-c3ccncc3)n2)cc1	0.9%

Following part
SMILES	AmpC inh det
CC1=NCCN1S(=O)(=O)c1ccc(Br)c(C)c1	-2.9%
CC1CCCCC1NC(=O)c1ccc2c(c1)[nH]c(=O)n2C1CCCC1 (configuration not stated)	2.8%
O=C(CSc1nnc(CNc2ccccc2)o1)c1ccc2c(c1)OCCO2	-2.7%
CCOC(=O)c1cc(-c2ccc(N)cc2)sc1N	-2.5%
O=C1NC(c2ccccc2Cl)Nc2ccccc21 (configuration not stated)	-2.1%
COC(=O)Cc1c(C)c2c(OCc3nn[nH]n3)cc(C)cc2oc1=O	-2.8%
CCOc1ccc(C2c3c(oc4ccccc4c3=O)C(=O)N2c2ccccn2)cc1OC (configuration not stated)	12.8%
CCOC(=O)CSc1nnc(C)n1N	8.7%
O=S(=O)(c1ccc2c(c1)OCCCO2)N1CCNCC1	0.9%
Cc1ccc(NC(=O)CSc2nnc(-c3ccccc3C)o2)cc1C	8.1%
CCCn1c(SCC(=O)N2CCCc3ccccc32)nnc1-c1ccccn1	7.0%
Cc1nc2cnc(OCc3ccccc3)nc2n(CCc2ccccc2)c1=O	0.6%
Cc1ccccc1C(NC(N)=O)c1ccccc1 (configuration not stated)	-1.8%
N#CC(c1nc2ccccc2nc1N1CCCC1)S(=O)(=O)c1cccs1 (configuration not stated)	-7.5%
O=C(O)c1cccc(COc2ccc(CO)cc2Cl)c1	-4.8%
CCCOc1cc(N)ccc1C(=O)OCCN(CC)CC	-2.5%[12.8 µM]
O=C(OCCN1CCOCC1)C1(c2ccccc2)CCCCC1	-1.5%&-2.0%
CCOC(=O)CSc1nc(N)c(C#N)c(CC(C)C)c1C#N	6.5%
COc1ncc2nc(-c3cccs3)c(=O)n(-c3ccccc3)c2n1	1.4%
CCN(CCCNS(=O)(=O)c1ccc2c(c1)oc(=O)n2C)c1cccc(C)c1	4.3%
CCN(CCNC(=O)C1CCCN(S(=O)(=O)CC)C1)c1ccccc1 (configuration not stated)	-3.2%
O=C1c2cccnc2C(O)N1Cc1ccc(F)cc1 (configuration not stated)	-3.9%
COc1cccc2cc(-c3csc(CCn4nc(C)cc4C)n3)c(=O)oc12	11.9%
Cc1cc(NC(=O)CSc2nnc(-c3ccoc3C)n2N)no1	-0.4%
Fc1ccccc1CSc1nnc(-c2ccccc2)o1	0.9%
CCOC(=O)C(CC)Sc1nc(N)c(NC(=O)c2ccc(OC)c(OC)c2)c(=O)[nH]1 (configuration not stated)	8.2%
C[C@H]1[C@H](O)[C@@H](C)C=CC=CC=CC=CC=CC=CC=C[C@H](O[C@@H]2O[C@@H](C)[C@H](O)[C@@H](N)[C@@H]2O)C[C@@H]2O[C@](O)(C[C@@H](O)C[C@@H](O)[C@@H](O)CC[C@@H](O)C[C@@H](O)CC(=O)O[C@H]1C)C[C@H](O)[C@H]2C(=O)O	-5.2%[5.75 µM]
O=C1NC(c2cccs2)Nc2sc3c(c21)CCCC3 (configuration not stated)	18.7%
Cc1nc2ncnn2c(N2CCC(C(=O)NCC3CCCO3)CC2)c1Cc1ccccc1 (configuration not stated)	12.7%
COc1cc(C(=O)OC(C)CN2CCN(C)CC2)cc(OC)c1OC (configuration not stated)	0.6%

Quoted from the listing:
AmpC inh det with CCCOc1ccc(N2CC(C(=O)Nc3ccccn3)CC2=O)cc1 (configuration not stated) = 1.5%
AmpC inh det with CC1CCCCC1NC(=O)c1ccc2c(c1)[nH]c(=O)n2C1CCCC1 (configuration not stated) = 2.8%
AmpC inh det with CCn1ncc(Br)c1C(=O)Nc1ccc(F)cc1F = -7.2%
AmpC inh det with CCOC(=O)c1cc(-c2ccc(N)cc2)sc1N = -2.5%
AmpC inh det with CCc1ccc2[nH]c(=O)c(C(c3nnnn3CC3CCCO3)N3CCCc4ccccc43)cc2c1 (configuration not stated) = 1.5%
AmpC inh det with CCOC(=O)C1CN(S(=O)(=O)c2ccc(C)cc2)CCN1S(=O)(=O)c1ccc(C)cc1 (configuration not stated) = 1.1%

(listing goes on)
SMILES	AmpC inh det
CCOc1ccc(-c2nnc3ccc(SCC(=O)N4CCCCC4)nn23)cc1	15.1%
O=C(OC1CCOC1=O)c1ccc2ncsc2c1 (configuration not stated)	-0.8%
CN1CCN(c2nc3c(c(=O)n(C)c(=O)n3C)n2CC(N)=O)CC1	-4.3%
CN(CCc1ccccn1)C(=O)Nc1ccc(F)cc1	0.0%
COc1ccccc1NC(=O)CN1C(=O)NC(C)(C)C1=O	-4.3%
Cc1cccc(CN2CCN(CC(=O)NCc3ccc(F)cc3)C2=O)c1	5.7%
c1ccc2[nH]c(CN3CCCCCC3)nc2c1	-5.0%
COc1ccc(-n2c(C)nc3c(cnn3-c3ccc(C)c(C)c3)c2=O)cc1	11.8%
c1ccc2[nH]c(SCCN3CCOCC3)nc2c1	12.1%
CN(Cc1ccco1)c1cc(-c2cccc(C#N)c2)ncn1	5.2%
O=C(NC(=O)c1cccc(OC(F)(F)C(F)F)c1)OC1CCS(=O)(=O)C1 (configuration not stated)	22.4%
O=C(CSc1ccc2nnc(-c3ccncc3)n2n1)NCC1CCCO1 (configuration not stated)	6.0%
CCC(=O)N(Cc1cc2cc(OC)ccc2[nH]c1=O)c1cccc(C)c1	0.7%
CN(C)C(=O)CSc1nnc(CCCCCNC(=O)OC(C)(C)C)o1	-2.0%
COc1ccc(S(=O)(=O)Nc2ccc(F)c(Cl)c2)cc1OC	3.1%
Cc1cc(C)c(C)c(OCC(=O)NCC2CCCO2)c1 (configuration not stated)	0.5%
COC(=O)[C@H](CCSC)NC(=O)NCCC1=CCCCC1	-4.0%
O=c1c(-c2ccc(F)cc2)nc2cnc(Nc3ccccc3)nc2n1C1CC1	1.6%
CCN1CCN(C(C(=O)NC2CCCC2)c2ccc(Cl)cc2)CC1 (configuration not stated)	2.2%
Cc1cc(NC(=O)CSc2nnc(C3COc4ccccc4O3)o2)no1 (configuration not stated)	10.5%
CC1CCCN(C(=O)c2ccncc2)C1 (configuration not stated)	-0.5%
CCC(=O)NC(C)C(c1cccs1)N1CCN(c2ccccc2)CC1 (configuration not stated)	6.9%
COc1ccc(/C(O)=C2/C(=O)C(=O)N(CCCC(=O)O)C2c2ccc(OC)cc2)cc1 (configuration not stated)	10.8%
CC#CCOC(=O)c1c(C)nc2sc3c(c2c1N)CC[C@@H](O)C3	1.1%&-2.9%
CN=CC1=C(O)c2ccccc2C1=O	12.1%
O=C(O)c1cc(Cl)ccc1Cl	11.3%
COc1ccc(C(=O)N2CCC3(CCN(Cc4ccccc4)CC3)CC2)cc1	-2.7%
COc1c(F)c(F)c(C(=O)Nc2ccccc2N2CCN(C(=O)C(C)C)CC2)c(F)c1F	-4.8%
O=C(C1=C(O)C(=O)N(Cc2ccccc2)C1c1cccnc1)c1ccco1 (configuration not stated)	-2.3%
COc1cccc(C(=O)Nc2ncc3c(n2)CC(C)CC3=O)c1 (configuration not stated)	-1.0%

Sorted by molar mass (smallest number first): four of the compounds above
SMILES	AmpC inh det
CC1CCCN(C(=O)c2ccncc2)C1 (configuration not stated)	-0.5%
COC(=O)[C@H](CCSC)NC(=O)NCCC1=CCCCC1	-4.0%
O=C(C1=C(O)C(=O)N(Cc2ccccc2)C1c1cccnc1)c1ccco1 (configuration not stated)	-2.3%
O=c1c(-c2ccc(F)cc2)nc2cnc(Nc3ccccc3)nc2n1C1CC1	1.6%

Continued:
SMILES	AmpC inh det
CCC1(CC)C(=O)NC(=O)NC1=NCCc1c[nH]c2ccccc12	-3.7%
Cc1ccc(OCC(O)CN2CCN(CC(O)COc3ccc(C)cc3Cl)CC2)c(Cl)c1 (configuration not stated)	-3.7%
COc1ccc(CN2C(=O)CN(C3CCCCCC3)C(=O)C2c2ccc(OC)c(OC)c2)cc1 (configuration not stated)	-2.0%
Cc1csc(NC(=O)CSc2nnc(-c3cccs3)n2C)n1	12.4%
Cc1ccccc1-n1nc2c(c1NC(=O)c1cc3ccccc3oc1=O)CS(=O)C2 (configuration not stated)	-1.7%
Cc1csc(NC(=O)c2c(O)c3c(n(CC(C)C)c2=O)CCCC3)n1	7.4%
COc1ccc(C2C(=O)c3ccccc3C2=O)c(OC)c1	2.0%
CC(C)C(NC(=O)c1cccs1)C(=O)NC1=NCCS1 (configuration not stated)	-0.2%
O=C(Nc1nc2ccccc2s1)C1CCCO1 (configuration not stated)	-1.8%
CCCCc1cc(=O)oc2cc(C)cc(OCC(=O)O)c12	0.5%
Cc1ccc(-n2c(=O)cc(N3CCc4ccccc4C3)[nH]c2=O)cc1	-3.5%
O=C(Cn1c(=O)n(Cc2ccco2)c(=O)c2c3c(sc21)CCCC3)Nc1ccccc1	-1.3%
CC(NC(=O)Cc1cccs1)c1ccncc1 (configuration not stated)	-3.8%
COc1ccc(CN(C(C)=O)c2cccc(C)c2C)cc1	-6.7%
COC(=O)CSc1nc(N2CCOCC2)c2c(c1C#N)CC(C)(C)N(C)C2	-1.2%
COc1cc(S(=O)(=O)N2CCN=C2c2ccccc2)ccc1F	-1.2%
Cc1ccc2cccc(OC(=O)N(C)c3ccccc3)c2n1	3.8%
CC1CCN(c2oc(-c3cccc4ccccc34)nc2C#N)CC1	13.2%
CN(C)c1ccc(-c2nnn(Cc3ccccc3Br)n2)cc1	11.6%
Cc1nc2c([nH]c3ccc(Br)cc32)s1	-3.7%
COC(=O)COc1cccc(NC(=O)COc2ccccc2)c1	7.5%
Cc1ccc2c(c1)NC(=O)C(CC(=O)NCCCN1CCCCC1)O2 (configuration not stated)	7.9%
O=C(O)C1C2C=CC(C2)C1C(=O)N1CCN(CCO)CC1 (configuration not stated)	-10.1%
N#CCCN(Cc1cccnc1)S(=O)(=O)c1ccc(S(=O)(=O)N2CCCCCC2)cc1	6.8%
Cn1c(=O)c(=O)n(C)c2cc(S(=O)(=O)CCC(=O)N3CCOCC3)ccc21	12.4%
CO[C@]1(C2=NCCN2)COc2ccccc2O1	-1.2%&0.0%
O=C1CC(NCc2ccccc2F)C(=O)N1c1ccccc1 (configuration not stated)	9.8%
O=C(Nc1ccc2c(c1)OCO2)C1CCCN1C(=O)NCc1ccccc1 (configuration not stated)	4.1%
COC(=O)N1CCC2(CCN(C(=O)Nc3ccccc3)CC2)CC1	-1.5%
Cc1ccc(NCc2nnc(SCC(=O)Nc3ncc(C)s3)n2CC2CCCO2)c(C)c1 (configuration not stated)	2.0%
COc1ccccc1NS(=O)(=O)c1ccc(NC(=O)c2nc3ncccn3n2)cc1	10.2%
NC(=O)C1CCCN(C(=O)Nc2cccc3ccccc23)C1 (configuration not stated)	-1.5%
O=C(CCSc1nc2cc(Cl)ccc2o1)N1CCOCC1	1.5%
Cc1nc2nc(-c3ccccc3)cn2nc1C	-5.7%
O=C(CSc1ncn(-c2ccccc2)n1)Nc1ccc2c(c1)OCO2	-5.2%

Source: PubChem BioAssay
